Screening data from PubChem BioAssay.
MRP1 act = activators of MRP-1 | hit rate 0.61% among 140,000 | H69AR cells + doxorubicin, viability rescue, CellTiter-Glo | viability increase, % at 10 µM;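 active means viability gain under doxorubicin at or above a set limit, the compound median plus 3 SD, cut at about 4.7% in these data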;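 further: MRP-1 overexpressing cells given doxorubicin 25 µM after compound pretreatment; 18-22 h compound pretreatment then 72 h with doxorubicin before readout; 0% = doxorubicin-only wells and 100% = vehicle-treated cells without doxorubicin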
Yeast life ext = extends the lifespan of yeast. S. cerevisiae growth with nicotinamide, OD615; deaD strain in restrictive glucose medium. inhibition of the nicotinamide effect, % at 10 µM. hit rate 0.68% among 130,000. AID 775;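 active means inhibition above a set limit, placed 3 SD over the median of all compounds, cut at about 26% in these data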;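 further: 0% = nicotinamide-treated wells and 100% = cells grown without nicotinamide; some compounds called inactive have numbers as strong as hits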
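Assay system: engineered S. cerevisiae DeaD replicative-lifespan strain, galactose-grown log-phase cells; Buffer or medium: CSMM-D glucose medium, restrictive; Probe or stimulus: nicotinamide 1.5 mM; Compound: single dose 10 µM compound, 0.25% DMSO; Schedule: 4 h preincubation then 48 h treatment at 30 °C; Technique: OD615 measurement.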
bCat KO growth = beta-catenin-lacking colon tumor cell growth suppression | HCT116 beta-catenin knockout viability, CellTiter-Glo, 60 h; active compounds read low | hit rate 1.5% among 140,000 | AID 818 | viability, % at 10 µM;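 active means viability at or under a set limit, the compound median less 4 SD, cut at about 6% in these data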;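 further: 0% = Hyamine 1622 control at 20 µM and 100% = untreated cell control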
GALR2 antag = GALR2 (human) receptor antagonism; O43603; GALR2-expressing cells, antagonist mode; inhibition, % at 4 µM; hit rate 0.39% among 140,000; in the data active means inhibition above about 27%;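 further: cells stimulated with galanin 1-16 at roughly its EC80; 0% = agonist challenge control and 100% = basal control without agonist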
Target sequence (O43603 whole entry, looked up): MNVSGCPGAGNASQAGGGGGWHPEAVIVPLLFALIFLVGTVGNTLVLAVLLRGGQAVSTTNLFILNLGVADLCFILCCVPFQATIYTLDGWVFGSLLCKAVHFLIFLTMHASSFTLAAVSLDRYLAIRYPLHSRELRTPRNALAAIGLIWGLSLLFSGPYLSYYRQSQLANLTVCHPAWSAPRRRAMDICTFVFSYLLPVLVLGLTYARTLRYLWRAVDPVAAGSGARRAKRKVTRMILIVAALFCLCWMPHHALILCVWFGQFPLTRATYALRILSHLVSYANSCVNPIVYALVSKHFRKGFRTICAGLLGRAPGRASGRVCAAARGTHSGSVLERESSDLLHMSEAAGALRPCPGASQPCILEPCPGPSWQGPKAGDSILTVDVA
NPY-Y2 antag = NPY-Y2 (human) receptor antagonism; P49146; NPY-Y2 expressing cells, antagonist mode; inhibition, % at 2.7 µM; hit rate 0.99% among 140,000; AID 793; in the data active means inhibition above about 17%;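 further: 0% = vehicle with agonist challenge and 100% = reference antagonist with challenge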
Target sequence (P49146 whole entry, looked up): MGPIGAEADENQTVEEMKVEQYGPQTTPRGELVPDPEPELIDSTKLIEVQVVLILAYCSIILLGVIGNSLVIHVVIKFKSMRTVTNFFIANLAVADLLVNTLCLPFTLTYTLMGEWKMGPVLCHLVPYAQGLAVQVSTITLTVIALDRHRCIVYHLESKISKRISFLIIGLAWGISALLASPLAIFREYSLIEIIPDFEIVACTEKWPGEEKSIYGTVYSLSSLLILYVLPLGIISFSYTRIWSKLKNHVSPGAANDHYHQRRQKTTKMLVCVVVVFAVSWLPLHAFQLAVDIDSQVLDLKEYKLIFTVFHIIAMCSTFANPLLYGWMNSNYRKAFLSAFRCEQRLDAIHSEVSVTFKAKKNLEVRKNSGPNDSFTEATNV
Measles CPE = protection of cells from measles virus; hit rate 1.5% among 140,000; Measles virus-infected cells, CPE protection, absorbance; protection (pct of control), % at 4 µM; in the data active means protection mostly above about 24%, no sharp cut-off; inactive means mostly below about 26%; further: some compounds called inactive have numbers as strong as hits
Yeast growth inh = reduces growth of yeast BB579 in restrictive medium | inhibition, % at 10 µM | hit rate 0.51% among 140,000 | S. cerevisiae BB579 growth, OD615, 48 h | AID 804;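 active means inhibition above a set limit, 3 SD over the mean compound inhibition, cut at about 44% in these data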; further: inactives centre near -24
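Test system: Saccharomyces cerevisiae DeaD strain BB579, replicative lifespan model yeast | Buffer or medium: Restrictive CSMM-D medium | Doses: One dose, 10 µM compound with 0.25% DMSO | Incubation: 48 h exposure, 30 °C | Detection: Culture absorbance at 615 nm | Control set: Amphotericin B at 10 µg/mL as positive control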
HCT116 PTEN-null = PTEN-deleted cell growth suppression. viability, % at 10 µM. hit rate 1.2% among 140,000. AID 827. HCT116 PTEN-null viability, CellTiter-Glo, 60 h; active compounds read low;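 active means viability at or below a set limit, 4 SD under the median of all tested compounds, cut at about 3.7% in these data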;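 further: PTEN knockout HCT116 line with beta catenin targeted HCT116 as companion control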
Phagocytosis inh = inhibitors of macrophage phagocytosis; J774A.1 macrophage IgG-bead phagocytosis, imaging; inhibition, % at 5 µM; hit rate 0.07% among 110,000;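 active means inhibition above the mean of the plate negative controls plus 5 SD, cut at about 13% in these data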;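 further: phagocytic index as fraction of beads internalized from green versus red external bead signal; plate controls were DMSO negative control for no effect and cytochalasin-D positive control for full effect; some results beyond the cut were filed as inactive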
E-sel TNF inh = blocks E-selectin expression induced by TNF alpha | inhibition, % at 2 µM | AID 1246 | hit rate 0.71% among 120,000 | HUVEC TNFa-induced E-selectin immunofluorescence, high content;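 active means inhibition above the batch mean plus 3 SD, and confirmed as a hit on visual image review, cut at about 43% in these data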;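 further: 0% = TNF-stimulated DMSO wells and 100% = unstimulated control wells; not every result past the cut was called active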
Starred values were filed as active, the others as inactive.

Results for COc1ccc(OC)c(Nc2cc(C)nc3ccccc23)c1 ?
MRP1 act: -3.9; Yeast life ext: 9.5; bCat KO growth: 27.5; GALR2 antag: 12.7; NPY-Y2 antag: 6.9; Measles CPE: 7.0; Yeast growth inh: -24.4; HCT116 PTEN-null: 23.9; Phagocytosis inh: -0.1; E-sel TNF inh: -0.3

What do the screens show for `Cc1ccc(/C=c2/sc3n(c2=O)CCCN=3)o1`?
MRP1 act: -1.5; bCat KO growth: 94.4; GALR2 antag: -4.1; NPY-Y2 antag: 1.5; Measles CPE: 5.6; Yeast growth inh: -7.9; HCT116 PTEN-null: 100.7; E-sel TNF inh: -3.9

How did CC(C)CC1=NN(C(=O)c2cccnc2)C(O)(C(F)(F)F)C1 (stereo not given) do in these assays?
MRP1 act: -0.8; Yeast life ext: 1.6; bCat KO growth: 100.1; GALR2 antag: 8.9; NPY-Y2 antag: 3.2; Measles CPE: 3.0; Yeast growth inh: -19.8; HCT116 PTEN-null: 104.4; Phagocytosis inh: -7.0

What do the screens show for `O=S(=O)(c1ccc(S(=O)(=O)n2cnc3ccccc32)cc1)N1CCCCCC1`?
MRP1 act: -3.2; Yeast life ext: -15.4; bCat KO growth: 107.4; GALR2 antag: 4.0; NPY-Y2 antag: 0.8; Measles CPE: 3.8; Yeast growth inh: -2.9; HCT116 PTEN-null: 93.8; Phagocytosis inh: -0.4; E-sel TNF inh: 1.1

What do the screens show for `CCC(C)NC(=O)COC(=O)c1cccnc1Nc1ccccc1F` (stereo not given)?
MRP1 act: -1.0; Yeast life ext: -5.0; bCat KO growth: 84.6; GALR2 antag: 8.1; NPY-Y2 antag: 3.5; Measles CPE: 3.4; Yeast growth inh: -6.1; HCT116 PTEN-null: 86.3; Phagocytosis inh: -5.3

Results for Cn1c2c(c(=O)n(C)c1=O)C(NC(=O)C(C)(C)C)(C(F)(F)F)C(=O)N2 (stereo not given) ?
MRP1 act: 0.1; Yeast life ext: -9.8; bCat KO growth: 101.4; GALR2 antag: -19.2; NPY-Y2 antag: -1.0; Measles CPE: 2.0; Yeast growth inh: -37.4; HCT116 PTEN-null: 96.7; Phagocytosis inh: -0.5; E-sel TNF inh: 16.8

How did CCCc1[nH]nc2c1C(c1ccc(OC)cc1OC)C(C#N)=C(N)O2 (stereo not given) do in these assays?
MRP1 act: -0.9; Yeast life ext: 35.9; bCat KO growth: 102.4; GALR2 antag: -4.2; NPY-Y2 antag: 4.5; Measles CPE: 15.6; Yeast growth inh: -50.8; HCT116 PTEN-null: 87.9; Phagocytosis inh: 0.5; E-sel TNF inh: -8.2

What do the screens show for `CCOC(=O)C1=C(C)NC(=O)NC1c1ccc2c(c1)OCO2` (stereo not given)?
MRP1 act: -1.4; Yeast life ext: -7.4; bCat KO growth: 92.9; GALR2 antag: 1.6; NPY-Y2 antag: 0.6; Measles CPE: 11.1; Yeast growth inh: -45.4; HCT116 PTEN-null: 92.8; Phagocytosis inh: -1.3; E-sel TNF inh: -26.8

What do the screens show for `O=C(COc1ccccc1[N+](=O)[O-])N/N=C/c1ccccn1`?
MRP1 act: -3.0; Yeast life ext: 3.7; bCat KO growth: 95.3; GALR2 antag: 6.9; NPY-Y2 antag: 1.1; Measles CPE: 14.5; Yeast growth inh: -19.7; HCT116 PTEN-null: 93.0; Phagocytosis inh: -6.6

How did Nn1c(Cc2cccc3ccccc23)nnc1SCc1ccc(Cl)c(Cl)c1 do in these assays?
MRP1 act: 0.3; Yeast life ext: -2.2; bCat KO growth: 80.0; GALR2 antag: -0.3; NPY-Y2 antag: 3.5; Measles CPE: 2.7; Yeast growth inh: -53.2; HCT116 PTEN-null: 78.4; Phagocytosis inh: -0.2; E-sel TNF inh: -5.1

How did S=C(Nc1ccc(Oc2ccccc2)cc1)NC1CCCCCC1 do in these assays?
MRP1 act: -4.8; Yeast life ext: -1.6; bCat KO growth: 58.5; GALR2 antag: -5.6; NPY-Y2 antag: -1.1; Measles CPE: 10.0; Yeast growth inh: 56.1*; HCT116 PTEN-null: 47.6; Phagocytosis inh: -5.1; E-sel TNF inh: -10.0

How did C(=N\c1nc2ccccc2n1CCN1CCOCC1)/c1cccs1 do in these assays?
MRP1 act: -1.1; Yeast life ext: -12.4; bCat KO growth: 94.9; GALR2 antag: -8.9; NPY-Y2 antag: 0.8; Measles CPE: 15.3; Yeast growth inh: 0.1; HCT116 PTEN-null: 88.4; Phagocytosis inh: -0.9; E-sel TNF inh: -11.6

How did COc1ccc(OCCNS(=O)(=O)c2ccc3oc4ccccc4c3c2)cc1 do in these assays?
MRP1 act: -1.1; Yeast life ext: -7.6; bCat KO growth: 88.1; GALR2 antag: -0.4; NPY-Y2 antag: 10.2; Measles CPE: 18.8; Yeast growth inh: -35.4; HCT116 PTEN-null: 85.2; E-sel TNF inh: 21.8

How did CCN(CC)c1ccc(C=C2C(=O)OC3(CCCC3)OC2=O)cc1 do in these assays?
MRP1 act: -1.1; Yeast life ext: 9.0; bCat KO growth: 94.8; GALR2 antag: -3.5; NPY-Y2 antag: 2.0; Measles CPE: 39.8*; Yeast growth inh: -23.4; HCT116 PTEN-null: 101.0; Phagocytosis inh: -3.6

Results for Cc1cc(=O)n2[nH]c(-c3ccc(F)cc3)cc2n1 ?
MRP1 act: 1.2; Yeast life ext: -6.1; bCat KO growth: 82.8; GALR2 antag: 4.5; NPY-Y2 antag: -2.6; Measles CPE: 7.6; Yeast growth inh: 12.7; HCT116 PTEN-null: 91.0; Phagocytosis inh: -0.3

How did CC1(C)C(C#N)=C(N)OC2=C1C(=O)CCC2 do in these assays?
MRP1 act: -0.2; Yeast life ext: -8.8; bCat KO growth: 90.6; GALR2 antag: 3.5; NPY-Y2 antag: 0.0; Measles CPE: 7.8; Yeast growth inh: -44.6; HCT116 PTEN-null: 97.4; Phagocytosis inh: 0.6

How did COc1cccc(/C=C2\N=C(c3c(-c4ccccc4)noc3C)OC2=O)c1 do in these assays?
MRP1 act: -0.6; Yeast life ext: -7.7; bCat KO growth: 103.6; GALR2 antag: -11.4; NPY-Y2 antag: 1.1; Measles CPE: 5.0; Yeast growth inh: -27.0; HCT116 PTEN-null: 95.6; Phagocytosis inh: 0.0; E-sel TNF inh: -59.4

Results for CCOC(=O)c1nnn(-c2nonc2N)c1CNc1ccccc1 ?
MRP1 act: -2.1; Yeast life ext: -8.4; bCat KO growth: 94.7; GALR2 antag: 8.5; NPY-Y2 antag: 6.7; Measles CPE: 31.7; Yeast growth inh: -78.6; HCT116 PTEN-null: 90.3; Phagocytosis inh: 5.8; E-sel TNF inh: -5.2

Results for O=C(Cc1ccccc1)NCCc1ccc(Cl)cc1Cl ?
MRP1 act: -1.0; Yeast life ext: -4.4; bCat KO growth: 88.3; GALR2 antag: -3.6; NPY-Y2 antag: 6.3; Measles CPE: 3.0; Yeast growth inh: -26.1; HCT116 PTEN-null: 84.2; Phagocytosis inh: -4.5

Results for Cc1cc(C)nc(Nc2n[nH]c(COc3ccc(Cl)cc3)n2)n1 ?
MRP1 act: 1.4; Yeast life ext: -9.4; bCat KO growth: 90.9; GALR2 antag: 3.6; NPY-Y2 antag: 3.9; Measles CPE: 11.5; Yeast growth inh: -29.6; HCT116 PTEN-null: 86.1; Phagocytosis inh: -3.0

What do the screens show for `CCOC(=O)CN(Cc1sccc1C)C(=O)Nc1cccc(OC)c1`?
MRP1 act: 1.1; Yeast life ext: -5.2; bCat KO growth: 104.9; GALR2 antag: -5.8; NPY-Y2 antag: 2.9; Measles CPE: 3.0; Yeast growth inh: -10.6; HCT116 PTEN-null: 92.1; E-sel TNF inh: -13.8

What do the screens show for `Cc1ccc(OCC(O)CNS(=O)(=O)c2ccccc2C(=O)O)cc1` (stereo not given)?
MRP1 act: -2.5; Yeast life ext: -7.0; bCat KO growth: 97.4; GALR2 antag: -12.4; NPY-Y2 antag: 1.2; Measles CPE: 20.5; Yeast growth inh: 26.0; HCT116 PTEN-null: 100.0; E-sel TNF inh: -12.9

How did COc1ccc(/C=N/NC(=O)c2ccoc2C)cc1OC do in these assays?
MRP1 act: 0.5; Yeast life ext: -2.4; bCat KO growth: 93.9; GALR2 antag: 13.0; NPY-Y2 antag: 1.8; Measles CPE: 9.7; Yeast growth inh: -27.8; HCT116 PTEN-null: 98.6; Phagocytosis inh: -1.0

How did O=C(COc1ccccc1Cl)NNC(=O)C1CCCO1 (stereo not given) do in these assays?
MRP1 act: -0.1; Yeast life ext: 0.2; bCat KO growth: 94.2; GALR2 antag: 8.3; NPY-Y2 antag: 0.9; Measles CPE: 3.8; Yeast growth inh: -2.6; HCT116 PTEN-null: 94.5; Phagocytosis inh: 1.8; E-sel TNF inh: -33.0

What do the screens show for `Cc1c(/C=C/C(=O)c2ccccc2)cnn1C`?
MRP1 act: -4.0; Yeast life ext: -17.9; bCat KO growth: 38.4; GALR2 antag: -1.3; NPY-Y2 antag: 4.4; Measles CPE: 2.7; Yeast growth inh: -7.7; HCT116 PTEN-null: 45.5; E-sel TNF inh: -0.4

What do the screens show for `Cc1nn(Cc2ccc(Cl)cc2Cl)c(C)c1NC(=O)Cn1nc([N+](=O)[O-])c(Cl)c1C`?
MRP1 act: -5.2; Yeast life ext: -13.3; bCat KO growth: 11.6; GALR2 antag: -9.3; NPY-Y2 antag: -0.1; Measles CPE: 11.2; Yeast growth inh: 0.1; HCT116 PTEN-null: 14.7; Phagocytosis inh: 0.1; E-sel TNF inh: 23.5

Results for CC1=C(C(=O)Nc2cccnc2)C(c2cccnc2)n2ncnc2N1 (stereo not given) ?
MRP1 act: -0.6; Yeast life ext: 0.1; bCat KO growth: 90.6; GALR2 antag: 6.0; NPY-Y2 antag: -0.5; Measles CPE: 3.0; Yeast growth inh: -16.4; HCT116 PTEN-null: 96.6

What do the screens show for `COc1ccc(C2Nc3ccccc3C(=O)N2Cc2ccco2)cc1COc1ccc(NC(C)=O)cc1` (stereo not given)?
MRP1 act: -5.1; Yeast life ext: -6.7; bCat KO growth: 72.0; GALR2 antag: -7.0; NPY-Y2 antag: 2.8; Measles CPE: 6.8; Yeast growth inh: -7.7; HCT116 PTEN-null: 67.3; Phagocytosis inh: -0.7; E-sel TNF inh: -3.6

What do the screens show for `O=C(O)CCSc1nnc(-c2ccncc2)n1-c1ccccc1`?
MRP1 act: -1.0; Yeast life ext: -6.6; bCat KO growth: 93.0; GALR2 antag: -7.8; NPY-Y2 antag: 1.5; Measles CPE: 6.2; Yeast growth inh: -22.7; HCT116 PTEN-null: 98.8; E-sel TNF inh: -40.3

What do the screens show for `CCOC(=O)Cn1c(=NC(=O)CN2C(=O)CCC2=O)sc2cc(S(N)(=O)=O)ccc21`?
MRP1 act: -0.1; Yeast life ext: 3.8; bCat KO growth: 98.5; GALR2 antag: 3.6; NPY-Y2 antag: 2.0; Measles CPE: 2.7; Yeast growth inh: -35.9; HCT116 PTEN-null: 101.3; Phagocytosis inh: -12.2
